a7 integrin act = activates integrin-mediated alleviation for muscular dystrophy; alpha7betagal myoblasts, beta-gal FDG fluorescence, 48 h; Potency, µM (series often up to 38.3 µM), for inactives: top-dose activation, usual class: activators; 0.064% of 350,000 active; AID 624291;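 note: potency is the fitted concentration of half-maximal effect; 100% = response of the positive control SU9516; nearly all actives have a fitted effect of over 60% in size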
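alpha7betagal+/- myoblasts (passage 13, 250/well) treated 48 h at 37C with compounds at 1:260 dilution of DMSO stock. Lysed, then beta-galactosidase activity read as FDG fluorescence (ex 480/em 540) after 30 min, with pre-read for autofluorescence.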
TRPV1 agonist = activates the human vanilloid receptor TRPV1 | TRPV1-expressing cells, Fluo-8 calcium influx, agonist mode | activation, % at 8.33 µM | Q8NER1 | 0.19% of 320,000 active; in the data active = activation above about 80%; inconclusive = between about 30% and that limit; note: 0% is about no effect
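TRPV1-expressing cells were cultured overnight at 35.5C and loaded with Fluo-8 calcium dye for 40 to 90 min at room temperature. After a 10 s baseline, compound was added and calcium influx was read kinetically for 3 min (ex 480/em 520 nm).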
p53 reactivation = mutant p53 re-activation in reporter cells | H1299 p53-A138V BP100-luciferase reporter, luminescence, 24 h | Potency, µM (doses to about 92.2 µM), for inactives: at the highest dose activity change, positive = activation, hits mostly activators | 0.063% of 320,000 active; note: potency is the fitted concentration of half-maximal effect; % of control where 0% means no effect; nearly all actives have a fitted effect of over 45% in size
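H1299 (p53-null), stable ts p53-A138V + BP100-Luc; 1000 cells/well, Opti-MEM/10% FBS; cpd 4 pt, 1:5; 24 h, 37 deg C, 5% CO2; detection reagent 10 min RT; luminescence.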
TCR activator = activators of T cell receptors; Potency, µM (titrated, usually from 9.22 µM), without a hit: at the top dose activation of IL-2 secretion, most hits filed as activators; 330,000 tested, under 10 active; primary human leukocytes, anti-CD3, IL-2 HTRF, 48 h; note: % of control where 0% means no effect
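IL-2 produced over 48 hr by a-CD3 bead-stimulated primary human leukocytes exposed to compounds was detected with a homogeneous time-resolved FRET immunoassay, 665nm acceptor signal after 320nm excitation.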
B2AR arrestin = agonists driving beta-arrestin recruitment to human beta2-adrenergic receptor | P07550 | beta-arrestin recruitment to beta2AR, cell-based reporter | Potency, µM (top dose mostly 46.1 µM), without a hit: at the highest dose activation, usual class: activators | 0.02% of 330,000 active | AID 492947;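 note: potency is the fitted concentration of half-maximal effect; 0% = DMSO controls and full agonism = EC100 isoproterenol or metaproterenol; nearly all actives have a fitted effect of over 65% in size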
TSG101-PTAP inh = blocks PTAP/TSG101 interaction to inhibit HIV-1 budding. Q99816. Fluorescence polarization, FITC-PTAP peptide / Tsg101 binding. Potency, µM (series often up to 115 µM), for inactives: top-dose activity change, negative = inhibition, actives largely listed as inhibitors. 340,000 tested, under 10 active. AID 493005; active = well fitted inhibition curve with a large enough effect in the main read-out, with a control signal flat, not every such curve was filed as active; inconclusive = small, poorly fitted or top-dose-only effect, or effect the other way, or a change in a side signal; inactive = no such curve, though single readings can be large or run the other way; note: potency is the fitted concentration of half-maximal effect; % of control where 0% means no effect
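FP read-out: FITC-PTAP peptide, 50 nM final, binding Tsg101 binding domain, 10 uM final; 20 min, r.t.; 10 mM HEPES pH 7.5, 0.15 M NaCl, 0.01% Tween 20, 3 mM EDTA, 0.1 mM TCEP.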
ELG1 repair inh = blocks ELG1-dependent DNA repair in HEK293T cells. AID 504467. HEK293T ELG1-luciferase reporter, luminescence, 16 h; DNA damage induced by 5-fluorouridine. Potency, µM (highest dose often 46.1 µM), for the others: top-dose activity change, negative = inhibition, actives largely listed as inhibitors. 2.3% of 330,000 active; note: potency is the fitted concentration of half-maximal effect; % is set by controls: 0 for no effect and ±100 for the full control effect; nearly all actives have a fitted effect of over 55% in size
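Luminescence from the luciferase reporter, measured 30 min after ONE-Glo reagent at room temperature, was the read-out. Beforehand, 2,000 cells per well were exposed for 16 hr at 37 °C to 5-fluorouridine together with compound or vehicle.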
BRCA1 expr up = activators of BRCA1 expression; AID 624202; 1.1% of 380,000 active; MCF7-BRCA1-FFLuc reporter, luminescence, 48 h; response scale: scaled: vehicle 0%, 10 µM genistein 100%; Potency, µM (titrated, usually from 46.1 µM), for the others: at the highest dose activation, most hits filed as activators; note: potency is the fitted concentration of half-maximal effect; nearly all actives have a fitted effect of over 80% in size; some results filed as inactive show a strong effect at the top dose
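Luminescence from a BRCA1-driven firefly luciferase in MCF7 cells was read after 48 h compound exposure at 37 C. Data normalized against DMSO and a 10microM genistein activation control, then curve-fitted across the titration.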
CXXC DNA block = blocks binding of human MLL CXXC domain to DNA | Potency, µM (doses to about 115 µM), inactives show at the top dose activity change, negative = inhibition, actives largely listed as inhibitors | 0.037% of 290,000 active | Q03164 | MLL-CXXC / FITC-HOXA9 DNA fluorescence polarization; active = well fitted inhibition curve with a large enough effect in the polarisation, with a control signal flat, not every such curve was filed as active; inconclusive = small, poorly fitted or top-dose-only effect, or effect the other way, or a change in a side signal; inactive = no such curve, though single readings can be large or run the other way; the % refers to the polarisation; note: potency is the fitted concentration of half-maximal effect
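Purified MLL-CXXC (added from a 7 uM solution) was preincubated 5 min at ambient with pinned compounds in 50 mM Tris-HCl pH 7.5, 50 mM NaCl, 1 mM DTT, 0.05% BSA. Fluorescein-labeled HOX-A9 DNA (50 nM solution) followed, 30 min, then polarization read.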
A-T KAP1 phos = potential ataxia-telangiectasia treatment; […] A-T fibroblasts, KAP-1 phosphorylation AlphaLISA; neocarzinostatin DNA damage 30 min before lysis; Potency, µM (top dose mostly 57.5 µM), for the others: at the top dose activation, usual class: activators; 0.19% of 320,000 active; note: potency is the fitted concentration of half-maximal effect; % of control where 0% means no effect; nearly all actives have a fitted effect of over 45% in size
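hTERT-immortalized A-T patient fibroblasts ([…]), 500 cells/well in OPTI-MEM, 1% FBS, got compounds for 60 min, then NCS for 30 min at 37C. Lysates were then assayed for phospho-KAP-1 by AlphaLISA (anti-pKAP1 donor, anti-KAP1 acceptor beads), 6 hr at 25C.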
Starred values were filed as active, the others as inactive; ? = inconclusive; · = not tested or not shown; & = joins results of further samples; [ ] = dose if it differs, or a comment. Unless noted, calls come from the whole dose curve; as a rule, active = well fitted curve in the direction sought with a large enough effect; inconclusive = small, poorly fitted or top-dose-only effect, or another doubt; inactive = no such curve, though single readings can be large; an effect the other way counts as inactive or inconclusive.

SMILES | a7 integrin act | TRPV1 agonist | p53 reactivation | TCR activator | B2AR arrestin | TSG101-PTAP inh | ELG1 repair inh | BRCA1 expr up | CXXC DNA block | A-T KAP1 phos
Cc1c(NC(=O)c2c(O)c3ccccc3n(C)c2=O)c(=O)n(-c2ccccc2)n1C | 8% | -1 | 2% | -3% | 0.3% | -2% | 13% | 8% | 10% | -4%
CCNC(=S)NNc1nc(N2CCCCC2)nc(N2CCOCC2)n1 | 24% | 4 | -1% | -3% | 0.0% | -3% | 8% | 2% | 8% | 0%
Cc1ccc(N=C2NC(=O)C(CC(=O)NCc3ccccc3)S2)cc1C (stereo not given) | 4% | -2 | -11% | 3%[46.1 µM] | -0.1% | -12% | 2% | -1% | 0% | 5%
CNC(=S)N1C2CCC1CC(NC(=O)NC13CC4CC(CC(C4)C1)C3)C2 (stereo not given) | -22% | -3 | -3% | · | 0.1% | -5% | 0% | 7% | -5% | 0%
COc1ccc([C@@H]2[C@@H]3C(=O)N(C(C)(C)C)C(=O)[C@@H]3[C@]3(Cc4ccc(Cl)cc4)C(=O)N(c4ccc(Br)cc4)C(=O)N23)cc1 | -9% | 1 | 7% | 6% | -1.4% | -1% | -9% | -12% | 4% | 9%
Cc1ccnc(NC(=O)CCC(=O)N(CC(=O)NCc2ccc(F)cc2)c2ccc(F)cc2)c1 | -6% | 0 | -6% | 6% | -0.5% | 0% | -10% | -22% | 1% | -3%
CC1(C)CC(NC(=S)Nc2ccc([N+](=O)[O-])cc2)CC(C)(C)N1 | -29% | -2 | -2% | -6% | -1.0% | -4% | 20% | -17% | -12% | -2%
COc1ccc(S(=O)(=O)N2Cc3ccccc3CC2C(=O)Nc2ccc3c(c2)OCO3)cc1 (stereo not given) | -6% | 3 | 9% | -16% | -0.2% | -4% | 1% | 49% | 1% | 9%
CC(NC(=O)CCC(=O)Nc1ccccc1O)c1ccccc1 (stereo not given) | 7% | · | · | -5% | · | -1% | · | 0% | · | ·
CCCC(c1c(C)n(C)n(-c2ccccc2)c1=O)c1c(C)n(C)n(-c2ccccc2)c1=O | -54%[inhibitor] | 0 | -10% | 0% | -0.5% | -3% | 7% | 0% | 1% | -8%
CC(C)NC(=O)c1sc2c(c1C(=O)Nc1cccnc1)CCCC2 | 16% | ? | -2% | 2% | 0.1% | -3% | 1% | -6% | -2% | -1%
Cc1cc([N+](=O)[O-])ccc1NS(=O)(=O)c1ccccc1 | 4% | · | · | -4% | · | -7% | · | -40% | · | ·
O=C(CN1CCN(C(=O)c2cccc(S(=O)(=O)N3CCCC3)c2)CC1)Nc1ccccc1Cl | -2% | 5 | -1% | · | 2.9% | -4% | ? | -17% | · | 9%
CCc1ccc(CN(C)C(=O)C2CCC(=O)N(CCCN3CCCC3=O)C2)cc1 (stereo not given) | 5% | 3 | 5% | -1% | -0.5% | · | -5% | -13% | -5% | 21%
CCOc1ccc(-n2c(SCC(=O)NCc3ccco3)nc3c([nH]c4ccccc43)c2=O)cc1 | -3% | · | · | 7% | · | -13% | · | -2%&0% | · | ·
CCN1C(=O)/C(=C/c2cnn(CC)c2C)SC1=S | -1% | 11 | 19% | 2%[46.1 µM] | 0.0% | 4% | ? | -12% | 32%[activator] | 2%
CC(C)Oc1ccc(C2CC(=O)NC3=C2C(=O)CCC3)cc1 (stereo not given) | -1% | 1 | -2% | -19% | -0.9% | -2% | 0% | -8% | 1% | 4%
O=C(CCCNc1ccccc1)N/N=C/c1cccs1 | 14% | -2 | -1% | 9% | 0.4% | -6% | 3% | -1% | 0% | 11%
Cc1ccc(NC(=O)c2ccc(S(=O)(=O)C(F)F)cc2)c(C)c1 | -18% | 2 | ? | -6%[46.1 µM] | -0.2% | -3% | 12% | 30% | 7% | 8%
CN(C)C(=O)N1CCC(C(=O)NCC2CCCO2)CC1 (stereo not given) | 27% | 3 | -8% | 1% | 0.5% | -5% | 0% | -1% | 1% | 8%
COc1cc(C(=O)NCc2nnc(SCC(=O)NCc3ccco3)o2)cc(OC)c1OC | 0% | 1 | -2% | 2% | 0.4% | -15% | 18% | -2% | 27% | 1%
COc1ccc(-c2csc(NCCc3nc4cc(Cl)c(N5CCCCC5)cc4n3CCOCCO)n2)cc1 | -1% | · | · | -3% | · | -1% | · | -36% | · | ·
Cc1ccc(CN2CCN(c3cccc4[nH]ccc34)CC2)cc1 | 20% | 1 | 19% | -1% | 0.4% | -11% | 0% | -1% | 18% | -3%
COc1ccc(OCC(O)CNC(=O)Nc2cc(C)cc(C)c2)cc1 (stereo not given) | 8% | 0 | -6% | 13% | -0.2% | -1% | 0% | -6% | -9% | 0%
COC(=O)c1ccc(C)c(NC(=O)CCCN2C(=O)CN(C)C2=O)c1 | 9% | · | -2% | -3% | 0.2% | 2% | 18% | 0% | · | 49%
COc1ccc(N2C(=O)CCC(C(=O)NCCN3CCOCC3)C2c2ccc(OC)c(OC)c2)cc1 (stereo not given) | 3% | 0 | -1% | -3% | -0.1% | -2% | 3% | -1% | -4% | -3%
CC(=O)c1ccc2c3c(cccc13)C(=O)N(c1c(C)nn(C)c1C)C2=O | ? | -1 | 7% | 7% | -0.3% | -4% | 4% | -6% | 2% | 0%
CCOC(=O)C1=C(C)C2C3C(=O)N(c4ccc(C)cc4C)C(=O)C3C1(C)C1C(=O)N(c3ccc(C)cc3C)C(=O)C21 (stereo not given) | -5% | 0 | 2% | -5%[46.1 µM] | 0.1% | -8% | 1% | -20% | -3% | 1%
COc1ccc(NC(=O)NC2(C(=O)N3CCOCC3)CCCCC2)cc1 | 2% | -1 | 2% | 10% | 0.1% | -8% | 25% | 29% | 6% | 14%
O=[N+]([O-])c1ccc(N2CCN(CCO)CC2)cc1Sc1ccccn1 | -2% | 1 | -2% | 0% | 0.2% | 1% | -2% | 0% | 2% | 1%
CC(NC(=O)c1cc2cc(Cl)ccc2oc1=N)c1ccccc1 (stereo not given) | 31% | 13 | 10% | -1% | 0.1% | 0% | -21% | 0% | 1% | 25%
COc1ccc(/C=N/c2nc3ccccc3n2C)cc1OC | 0% | 0 | 5% | 0% | -0.1% | -1% | 26% | -3% | -7% | 2%
Cc1ccc(-n2nnnc2SCC(=O)NC2CCCc3ccccc32)cc1 (stereo not given) | -1% | 18 | -4% | -2%[46.1 µM] | -0.4% | -16% | 0% | -19% | 3% | 2%
O=C(NCCOC(=O)c1ccc(S(=O)(=O)N2CCOCC2)cc1)c1cccnc1 | 19% | -1 | -4% | 0% | 0.0% | -4% | ? | -18% | -1% | -3%
CC1(C)CC2CC(C)(CN2C(=O)Cc2ccccc2)C1 (stereo not given) | 0% | 14 | 26% | 0%[46.1 µM] | -0.9% | -5% | -5% | 0% | -7% | 1%
CCOc1ccc(NC(=O)NCC2CCN(c3ccc(OC)cc3)C2)cc1 (stereo not given) | -4% | 3 | 1% | 3% | 0.4% | 0% | -4% | 13% | -3% | 0%
Cc1cc(-c2c(C)[nH]n(-c3ccc(Cl)cc3)c2=O)n(-c2ccc(Cl)cc2)n1 | 16% | -3 | -5% | 8% | 0.3% | -2% | 6% | -8% | -12% | -8%
CCN(CC)c1ccc(/C=N/NC(=O)CNC(=O)c2ccccn2)cc1 | -21% | 5 | -2% | -98% | -0.1% | 0% | -10% | 16% | 6% | -3%
CCS(=O)(=O)N1CCC(C(=O)NCc2ccc(F)cc2)CC1 | 0% | -2 | -1% | -7% | -0.9% | -11% | 1% | 7% | -7% | 7%
CC1=C(C(=O)Nc2cccnc2)C(c2cccnc2)n2ncnc2N1 (stereo not given) | 18% | 1 | 11% | -4%[46.1 µM] | -0.8% | -6% | 15% | 13% | 3% | -8%
Cn1c(SCC(=O)N/N=C/C=C\c2ccccc2[N+](=O)[O-])nc2ccccc21 | -39% | 1 | 5% | 1%[46.1 µM] | -0.6% | -6% | -28% | -16% | 5% | 7%
COCCNc1nc(N2CCCCC2)c2cnn(C)c2n1 | -24% | 0 | 3% | -3% | 0.0% | -10% | -1% | 7% | -14% | 3%
Clc1cccc(OCCCN2CCCC2)c1Cl | -46%[inhibitor] | 1 | -16% | 2%[46.1 µM] | -1.7% | -5% | -15% | 5% | 0% | 9%
COc1ccccc1C(=O)NCC(=O)N/N=C/c1ccc2c(c1)OCO2 | 0% | -2 | 7% | 8% | -0.5% | 2% | ? | -10% | 3% | 1%

Source: PubChem (National Center for Advancing Translational Sciences (NCATS))

Random draw from the library; 3.8% or so of the library scored in one or more.
